Screens: PubChem, several laboratories
AHR activator: AHR activators, primary screen, cell-based, luminescence, luciferase reporter, human. AID 2796, 2010. AHR-responsive luciferase reporter cells. Aryl hydrocarbon receptor (Homo sapiens), P35869. 320,000 tested, 2.5% active. activation, % at 5 µM; in the data active means activation above about 47%;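 further: 0% = vehicle wells and 100% = reference agonist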
MEP2 TOR yeast: modulators of MEP2-GFP levels in yeast, primary screen, S. cerevisiae, multiplex flow cytometry, MLPCN library; S. cerevisiae MEP2-GFP strain, 3 h; 100% = DMSO control level; GFP response vs DMSO, % at 10 µM; 330,000 tested, 0.51% active; AID 2016, 2009;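 active means GFP response versus DMSO above a set limit, roughly screen mean plus 3 SD, cut at about 180% in these data; inconclusive means fewer than 70 cells counted for a yeast strain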;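 further: median GFP fluorescence of the barcode-gated MEP2-GFP cells per well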
RPL19A TOR yeast: RPL19A-GFP expression modulators in yeast, primary screen, cell-based, S. cerevisiae, multiplex flow cytometry, MLPCN; S. cerevisiae RPL19A-GFP strain, 3 h; stronger effect = lower value; percent response vs DMSO, % at 10 µM; 330,000 tested, 0.3% active; AID 2025, 2009;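 active means percent response vs DMSO below 50%; inconclusive means fewer than 70 events counted for the yeast strain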;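 further: median channel GFP fluorescence of the barcoded RPL19A-GFP strain; ratio of sample median GFP to plate DMSO average so 100% = DMSO; lower means less RPL19A-GFP as with rapamycin TOR inhibition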
procasp7 counter: procaspase-7 activators, primary screen, counter-screen for procaspase-3 activator project, biochemical, absorbance, HTS, human. activation, % at 8.5 µM. recombinant procaspase-7, Ac-DEVD-pNA absorbance 405 nm; D23A/D198A/D206A triple mutant, cannot self-cleave; scale: DMSO 0, 5 µM enzyme 100. 330,000 tested, 0.093% active. Caspase-7 (Homo sapiens), P55210;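 active means percent activation above the screen-wide mean plus 3 SD, cut at about 25% in these data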
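System: Procaspase-7 triple mutant (PC-7 D3A); measure: % activation from two-timepoint absorbance difference, scaled to controls; times: 1 h compound preincubation, 2 h substrate cleavage, 25 °C; also added: Ac-DEVD-pNA substrate, 400 µM as added; measured by: Epi-absorbance of released pNA at 405 nm, two timepoints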
EBNA-1 inhibitor: EBNA-1 DNA-binding inhibitors, primary screen, biochemical, fluorescence polarization. AID 1950, 2009. inhibition, % at 14.8 µM. 300,000 tested, 0.34% active; in the data active means inhibition above about 28%
ZTA DNA inh: counter-screen for EBNA-1 inhibitors: inhibitors of Epstein-Barr virus ZTA; P03206; ZTA-DNA binding, fluorescence polarization; inhibition, % at 11 µM; 320,000 tested, 0.15% active; AID 2234; in the data active means inhibition above about 33%
procasp3 activ: activators of human procaspase-3 D3A mutant, primary screen, biochemical, absorbance, PC-3 D3A mutant, single concentration | recombinant procaspase-3 D3A, Ac-DEVD-pNA absorbance 405 nm | Caspase-3 (Homo sapiens), P42574 | activation, % at 8.5 µM | 330,000 tested, 0.11% active;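 active means activation above the mean of all tested compounds plus 3 SD, cut at about 21% in these data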;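 further: 0% = DMSO alone and 100% = DMSO wells spiked with extra 5 µM PC-3 D3A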
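material = Procaspase-3 D3A mutant | probe or stimulus = Ac-DEVD-pNA | compound = single dose, 8.5 µM nominal compound, 0.8% DMSO | timing = 1 h preincubation, 2 h reaction | measured by = 405 nm absorbance of p-nitroaniline, reads at 0 and 120 min | benchmarks = DMSO-only low control, 5 µM PC-3 D3A high control | repeats = singlicate, each compound tested once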
LAP4 TOR yeast: modulators of LAP4-GFP expression in yeast, primary screen, S. cerevisiae, multiplex flow cytometry, MLPCN library | 3 h; median GFP as percent of DMSO wells | GFP response vs DMSO, % at 10 µM | 320,000 tested, 0.34% active;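 active means GFP response vs DMSO above a set limit, about the screen mean plus 3 SD, cut at about 150% in these data; inconclusive means under 70 cell events counted for the yeast strain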
* hit, by the source's call; ? = inconclusive; / = no result given; [ ] = another dose, or the depositor's remark.

SMILES | AHR activator | MEP2 TOR yeast | RPL19A TOR yeast | procasp7 counter | EBNA-1 inhibitor | ZTA DNA inh | procasp3 activ | LAP4 TOR yeast
CC1CC(=O)Nc2ccccc2N1C(=O)CN1CCN(c2ccccc2)CC1 (stereo unspecified) | 4 | 104 | 108 | -2 | -10 | 2 | -7 | 92
O=C(c1cc2ccccc2o1)N1CCN(c2cccc(Cl)c2)CC1 | 1 | 95 | 101 | 3 | 3 | -16 | -11 | 93
COc1ccc(N2C(=NC(=O)c3ccc(Br)cc3)SC3CS(=O)(=O)CC32)cc1 (stereo unspecified) | 0 | 102 | 101 | -4 | / | -5 | -2 | 99
CCCc1nn(C)c(C(=O)Nc2ccccc2)c1Cl | 82* | 83 | 106 | 2 | 2 | -8 | 1 | 88
COc1ccc(-c2oc(=O)c3cc(OC)c(OC)cc3c2/C=C/c2cccc([N+](=O)[O-])c2)cc1 | 1 | 92 | 95 | 1 | / | -9 | 4 | 92
COCCNC(=O)c1ccc(CN2CCOCC2)cc1 | 1 | 114 | 102 | -2 | 8 | -9 | 8 | 101
O=C(NCc1ccccc1)Nc1cc(Cl)ccc1Cl | -1 | 101 | 95 | -1 | -3 | 3 | 0 | 96
CCN(CC)C(=O)CN1CCN(c2ncccn2)CC1 | 1 | 102 | 96 | 3 | -2 | -14 | 1 | 93
CC(=O)Nc1ccc(N2CCc3c(C)c(C#N)c4nc5ccccc5n4c32)cc1 | 5 | 99 | 98 | 90* | 4 | 17 | 65* | 106
O=C(CCCSc1nc2ccccc2c(=O)[nH]1)c1ccccc1 | 13 | 99 | 91 | -2 | -7 | -5 | 2 | 94
Nc1c(C(=O)Nc2ccccc2)nnn1-c1ccc2c(c1)OCCO2 | -3 | 105 | 102 | 0 | -4 | -2 | 0 | 116
Cc1ccc2nc(-c3ccc(NC(=O)CN4CCN(c5ccccn5)CC4)cc3)sc2c1 | 1 | 99 | 95 | -5 | 21 | 13 | 1 | 118
COc1cc(OC)c2c(-c3ccccc3)cc(=O)oc2c1C(CC(=O)N1CCCC1)c1ccc2c(c1)OCO2 (stereo unspecified) | 4 | / | / | 4 | 0 | -9 | -4 | /
Cc1ccc(S(=O)(=O)NN2C(=O)c3ccccc3NC2c2ccccc2F)cc1 (stereo unspecified) | 2 | 104 | 103 | 5 | -11 | -2 | -3 | 98
CCCCN1C(=O)C(=O)N(CC(=O)Nc2cc(S(=O)(=O)N(C)C)ccc2C)C1=O | 3 | 107 | 105 | -5 | -5 | -4 | 8 | 99
CCOc1ccc(NC(=O)CSc2nc3ccsc3c(=O)n2CCC(=O)O)cc1 | 2 | 88 | 95 | 8 | -12 | -3 | 5 | 85
O=c1c2ccccc2nc(COc2ccccc2)n1/N=C/c1cn[nH]c1-c1ccccc1 | 5 | 101 | 105 | 0 | 7 | 9 | -2 | 80
COc1ccc(OC)c(N=Cc2c(O)c3ccccc3oc2=O)c1 | 4 | 113 | 105 | 9 | 10 | -14 | 14 | 99
Cc1ccc(CSCC(=O)NCc2ccc3c(c2)OCO3)cc1 | 0 | 91 | 99 | 1 | -4 | -15 | 2 | /
COc1ccc(Cl)cc1C(=O)OCC(=O)N1CCCC(C)C1 (stereo unspecified) | -2 | 102 | 92 | 3 | / | / | -7 | 91
NC(=O)C1CCN(C(=O)/C=C/c2cc(Br)ccc2F)CC1 | 14 | 97 | 106 | -2 | -7 | -4 | -5 | 97
CC(=O)NC1CSCC1OC(C)=O (stereo unspecified) | 1 | 103 | 101 | 9 | -5 | 17 | -2 | 102
COc1ccc(Cc2c(Cl)ncnc2Cl)cc1 | 1 | 126 | 100 | -3 | 33* | 12 | 4 | 113
CN1CCN(S(=O)(=O)c2cccc(C(=O)Nc3cc(C(N)=O)cc(C(N)=O)c3)c2)CC1 | -1 | 103 | 96 | -5 | -2 | -20 | 3 | 85
C=CCOc1ccc(/C=C/C(=O)OCC(=O)NC(C)c2ccc(F)cc2)cc1 (stereo unspecified) | 2 | 100 | 99 | 4 | -4 | -6 | 0 | 97
CCc1cccc(C)c1NC(=O)CN1C(=O)NC(C)(CCC(C)C)C1=O (stereo unspecified) | -1 | 101 | 100 | -2 | / | / | 15 | 91
Cc1ccc(C2C(C#N)C(C#N)N3CCCN23)cc1 (stereo unspecified) | 9 | 106 | 102 | 7 | -4 | -2 | 2 | 103
O=S(=O)(NC1=NCCC1)c1cccs1 | -4 | 106 | 104 | 4 | 18 | 18 | 16 | 99
CCCN1CNC(=S)N(c2cccc(C)c2C)C1 | 2 | 97 | 96 | 2 | -16 | -2 | 2 | 91
OCc1c(OCc2cccc(F)c2)ccc2ccccc12 | 45 | 115 | 101 | 3 | 2 | -7 | 7 | 95
CC(C)C(NC(=O)CN(c1ccc2c(c1)OCCO2)S(=O)(=O)c1ccccc1)C(C)C | -4 | 108 | 101 | 4 | 1 | 0 | -12 | 111
COc1cccc(-c2nc(Oc3cc(C)cc(C)c3)c3ccccc3n2)c1O | 28 | 105 | 99 | -5 | 12 | -1 | -6 | 90
Cc1cccc(N2C(=O)c3ccc(C(=O)Nc4ccccn4)cc3C2=O)c1 | -3 | 93 | 92 | -2 | -19 | -9 | 2 | 98
Cc1c(Cl)c(-c2n[nH]c(=S)n2Cc2ccco2)nn1C | 4 | 100 | 97 | -6 | 3 | -13 | -6 | 90
O=C(CSc1ncn(-c2ccccc2)n1)Nc1nc(-c2ccccc2)cs1 | 6 | 110 | 100 | 6 | 16 | 0 | -3 | 97
O=C(O)CCSCC(=O)c1ccc2c(c1)OCCO2 | -8 | 101 | 94 | -6 | 4 | -5 | 2 | 93
Clc1ccc(-n2ncc3c(NCc4cccnc4)ncnc32)cc1Cl | 46 | 93 | 96 | 8 | -2 | -7 | 0 | 102
CCN1C(=O)NC(c2ccccc2)(c2ccccc2)C1=O | -1 | 97 | 95 | 7 | -1 | -3 | 4 | 105
CCn1c(C)c(C(=O)O)c2cc(OC)c3ccccc3c21 | 34 | 95 | 103 | 0 | -25 | -11 | 3 | 93
CC1Cc2ccccc2N1C(=S)Nc1cccc(S(=O)(=O)N(C)C)c1 (stereo unspecified) | 2 | 100 | 96 | -4 | -6 | -13 | 1 | 102
O=C1c2ccccc2C(=O)C1c1ccc2ccccc2n1 | 60* | 101 | 86 | -1 | 1 | 2 | -3 | 108
CCCn1c(SCC(=O)NC23CC4CC(CC(C4)C2)C3)n[nH]c1=O | -1 | 103 | 100 | 1 | -7 | 1 | 0 | 95
Cc1cccc(C)c1NC(=O)CNC(=O)CNC(=O)c1ccc2c(c1)OCO2 | 1 | 86 | 91 | 7 | 2 | 5 | 1 | 88
CCOC(=O)CN(Cc1ccccc1)S(=O)(=O)c1ccc(NC(C)=O)cc1 | -2 | 96 | 99 | -5 | 0 | 8 | -2 | 104
COc1ccccc1N1CC(O)=C(c2nc3ccccc3s2)C1=N | 6 | 103 | 98 | 0 | -6 | -2 | -4 | 109
COc1ccccc1NC(=O)c1ccc(NC(=O)Cc2n[nH]c(=O)c3ccccc23)cc1 | 0 | 104 | 98 | -4 | 6 | 6 | 6 | 108
Cc1cc(Cl)c(C)c(S(=O)(=O)Oc2ccccc2NC(=O)CCC(=O)O)c1Cl | 1 | 99 | 94 | -1 | / | 8 | 1 | 99
CCCn1c2c(c(O)c(C(=O)NCCCN(CC)CC)c1=O)CCCC2 | 4 | 102 | 96 | 0 | 0 | 6 | -2 | 94
CN(C)CCC(O)c1ccccc1 (stereo unspecified) | 0 | 101 | 102 | 4 | 7 | 8 | 2 | 113
Cc1nc(SCc2c(F)cccc2Cl)c2c(=O)n(C)c(=O)n(C)c2n1 | 5 | 98 | 99 | -4 | -8 | -6 | 0 | 97
C=CCNC(=O)CSc1nnc(-c2ccc(S(=O)(=O)N3CCCC3)cc2)n1C | 4 | 103 | 106 | -9 | 3 | -17 | -6 | 97
O=C(Nc1ccc(CN2CCOCC2)cc1)c1ccccc1F | 7 | 172[may fluoresce violet] | 41*[may fluoresce violet] | -6 | -11 | -4 | -5 | 105[may fluoresce violet]
CCC(=O)N1N=C(c2ccccc2)CC1c1ccccc1 (stereo unspecified) | 4 | 105 | 101 | -7 | 1 | -2 | -1 | 101
Cc1nn(Cc2ccc(Cl)cc2)c(C)c1NC(=O)c1ccc([N+](=O)[O-])cc1 | 0 | 118 | 105 | 9 | 0 | -8 | 3 | 97
CCN(CC)CCOc1ncnc2c1oc1ccccc12 | 1 | 98 | 94 | 12 | 13 | 10 | 1 | 95
Cc1nc2c(c(=O)c3ccccc3n2C)c(=O)n1-c1ccc(F)cc1 | 20 | 96 | 98 | -5 | 5 | 4 | -4 | 113
Cc1[nH]nc2c1C1(CCN(C(=O)c3ccccc3)CC1)C(C#N)=C(N)O2 | 2 | 98 | 97 | -1 | -3 | -2 | -6 | 97
CCOc1ccc(-c2c(C(=O)N/N=C/c3ccc(OC(C)C)cc3)nnn2-c2nonc2N)cc1 | 14 | 91 | 98 | 4 | 13 | 6 | 0 | 98
CCOCCCNC(=O)N[C@@H](C)C(=O)OC | 0 | 99 | 96 | -1 | 15 | -5 | 5 | 102
C/C(=N\NC(=O)C1CC1c1ccccc1)c1cccc([N+](=O)[O-])c1 (stereo unspecified) | 10 | 104 | 96 | 7 | 3 | 6 | -4 | 100

Next section.
SMILES | AHR activator | MEP2 TOR yeast | RPL19A TOR yeast | procasp7 counter | EBNA-1 inhibitor | ZTA DNA inh | procasp3 activ | LAP4 TOR yeast
CCn1c(COc2ccc3ccccc3c2C)nnc1SCC(=O)Nc1cccc(C(=O)O)c1 | 5 | 94 | 105 | 0 | -8 | 7 | -1 | 95
CC(=O)Nc1nc(-c2ccccc2)nc(-c2ccccc2OC(C)=O)n1 | 75* | 93 | 95 | -15 | 3 | 16 | 8 | 97
C1CCCCCC(NCCN2CCNCC2)CCCCC1 | 0 | 103 | 102 | -7 | -3 | -7 | -2 | 101
COc1cc(NC(=O)CSc2nncn2C)cc(OC)c1OC | 1 | 97 | 96 | 4 | 9 | 17 | -3 | 100
CC1Cc2ccccc2N1C(=O)CNc1ccccc1N1CCCCC1 (stereo unspecified) | 4 | ? | ? | 4 | 9 | 10 | -1 | ?
